# TbMetRS inhib – T. brucei MetRS inhibitors, primary screen, biochemical, luminescence; methionyl-tRNA synthetase (Trypanosoma brucei brucei); purified T. brucei MetRS, ATP depletion, Kinase-Glo luminescence; inhibition, % at 11.9 µM; hit rate 0.4% among 360,000; AID 624268, 2012;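 active = inhibition above a per-plate cutoff of the control wells' mean inhibition plus 3 SD, cut at about 5.5% in these data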;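 also: 0% = DMSO wells median and 100% = median of wells with control inhibitor compound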
#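 Material: T. brucei methionyl-tRNA synthetase, purified; reagent: substrates ATP, L-methionine and bulk Escherichia coli tRNA; dosing: 11.9 µM single point; timing: 15 min plus 2 h at 25 °C; detection: luminescence of leftover ATP; evaluation: % inhibition; control set: DMSO-only wells as low control; replicates: singlicate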
# LMPTP inh – LMPTP phosphatase inhibitors, primary screen, biochemical, fluorescence intensity, uHTS. inhibition, % at 20 µM. AID 651560, 2012. hit rate 0.22% among 360,000. recombinant LMPTP-A, OMFP fluorogenic substrate. Low molecular weight phosphotyrosine protein phosphatase (Homo sapiens), P24666;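 active = compounds that cut the enzyme signal by at least half of the control window in the single-dose screen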;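 also: plate controls were DMSO wells with enzyme plus substrate for no effect and substrate without enzyme for full effect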
#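 Assay system: LMPTP-A phosphatase enzyme | Input: 0.625 nM enzyme | Also added: Fluorogenic phosphatase substrate OMFP at 400 µM final | Compound dosing: One test concentration per compound, 20 µM, with 3% DMSO overall | Schedule: 50 min enzyme reaction at room temperature, protected from light | Signal: Fluorescence intensity | Benchmarks: no-enzyme and uninhibited controls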
# Scp1 inh – Scp-1 phosphatase inhibitors, primary screen, biochemical, colorimetric, uHTS; AID 493091, 2011; inhibition, % at 20 µM; hit rate 0.88% among 340,000; Recombinant Scp1, phosphopeptide, malachite green phosphate absorbance; Carboxy-terminal domain RNA polymerase II polypeptide A small phosphatase 1 (Homo …;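 active = inhibition above about 50% at 20 µM, limit read from the data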;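 also: plate controls were DMSO wells with enzyme for no effect and wells lacking enzyme for full effect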
#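 Test system – truncated SCP-1 phosphatase (76-261aa) · Reagent – Phosphorylated 17-residue peptide substrate · Incubation – 45 min room-temperature reaction, 5 min colour, 30 min stabiliser · Detection – colorimetric phosphate reagent with accelerator and stabiliser, absorbance at 630 nm · Measure – % inhibition at 20 µM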
# DNMT1 inh – human DNMT1 methyltransferase inhibitors, primary screen, biochemical, molecular beacon, fluorescence, HinP1I cleavage, uHTS; inhibition (reported as % activation of signal), % at 10 µM; hit rate 0.83% among 360,000; in the data active = inhibition above about 50%
# STEP block – STEP phosphatase inhibitors, primary screen, biochemical, fluorescence intensity, uHTS. Tyrosine-protein phosphatase non-receptor type 5 (Homo sapiens), P54829. recombinant STEP, OMFP fluorogenic substrate. inhibition, % at 20 µM. hit rate 0.25% among 360,000. AID 588621, 2011;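 active = inhibition at 20 µM, scaled per plate between control wells, above about 37%, limit read from the data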;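 also: 0% = DMSO with enzyme and substrate and 100% = substrate only without enzyme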
#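 Material: STEP (striatal-enriched tyrosine phosphatase) enzyme, cell-free; Compound dosing: 20 µM single dose in 1% DMSO; Technique: fluorescence read at 480 nm ex / 540 nm em; Times: reaction 20 min, ambient temperature; Medium: 50 mM Bis-Tris pH 6.0 with 2.5 mM DTT and 0.005% Tween 20; Also added: OMFP at 25 µM.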
# SUMO1 PPI mod – modulators of SUMO1 protein-protein interactions, primary screen, biochemical, uHTS; Small ubiquitin-related modifier 1 (Homo sapiens), P63165; SUMO1 binding to a labelled peptide, TR-FRET, 1 h; inhibition, % at 20 µM; hit rate 0.33% among 360,000; in the data active = inhibition above about 37%
# Target sequence (P63165 whole entry, looked up): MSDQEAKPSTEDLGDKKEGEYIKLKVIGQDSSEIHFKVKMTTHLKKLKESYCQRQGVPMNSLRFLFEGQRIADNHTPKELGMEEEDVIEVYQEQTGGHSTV
# SKN-1 block – suppressors of acrylamide-induced Pgst-4::GFP reporter in worms, primary screen, SKN-1 inhibitor project, whole organism, uHTS, GFP/RFP fluorescence ratio, strain VP596 | C. elegans VP596 Pgst-4::GFP/RFP ratio, 24 h | hit rate 0.49% among 360,000 | inhibition, % at 21.8 µM;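 active = interference check ratio from 0.5 to 1.5 plus GFP to RFP signal ratio inhibition reaching or exceeding a fixed threshold, cut at about 30% in these data, passing the limit was not always enough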; also: some compounds called inactive have numbers as strong as hits
# CendR NRP1 mod – modulators of CendR peptide binding to NRP-1, primary screen, biochemical, fluorescence polarization, uHTS. AID 602438, 2012. hit rate 0.85% among 360,000. inhibition, % at 25 µM. FAM-RPARPAR peptide binding to NRP-1;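 active = inhibition or corrected inhibition above about 18%, plus a signal ratio from 0.5 to 1.5, limit read from the data, passing the limit was not always enough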; also: strong numbers were not always called active
# Target sequence (O14786 whole entry, looked up): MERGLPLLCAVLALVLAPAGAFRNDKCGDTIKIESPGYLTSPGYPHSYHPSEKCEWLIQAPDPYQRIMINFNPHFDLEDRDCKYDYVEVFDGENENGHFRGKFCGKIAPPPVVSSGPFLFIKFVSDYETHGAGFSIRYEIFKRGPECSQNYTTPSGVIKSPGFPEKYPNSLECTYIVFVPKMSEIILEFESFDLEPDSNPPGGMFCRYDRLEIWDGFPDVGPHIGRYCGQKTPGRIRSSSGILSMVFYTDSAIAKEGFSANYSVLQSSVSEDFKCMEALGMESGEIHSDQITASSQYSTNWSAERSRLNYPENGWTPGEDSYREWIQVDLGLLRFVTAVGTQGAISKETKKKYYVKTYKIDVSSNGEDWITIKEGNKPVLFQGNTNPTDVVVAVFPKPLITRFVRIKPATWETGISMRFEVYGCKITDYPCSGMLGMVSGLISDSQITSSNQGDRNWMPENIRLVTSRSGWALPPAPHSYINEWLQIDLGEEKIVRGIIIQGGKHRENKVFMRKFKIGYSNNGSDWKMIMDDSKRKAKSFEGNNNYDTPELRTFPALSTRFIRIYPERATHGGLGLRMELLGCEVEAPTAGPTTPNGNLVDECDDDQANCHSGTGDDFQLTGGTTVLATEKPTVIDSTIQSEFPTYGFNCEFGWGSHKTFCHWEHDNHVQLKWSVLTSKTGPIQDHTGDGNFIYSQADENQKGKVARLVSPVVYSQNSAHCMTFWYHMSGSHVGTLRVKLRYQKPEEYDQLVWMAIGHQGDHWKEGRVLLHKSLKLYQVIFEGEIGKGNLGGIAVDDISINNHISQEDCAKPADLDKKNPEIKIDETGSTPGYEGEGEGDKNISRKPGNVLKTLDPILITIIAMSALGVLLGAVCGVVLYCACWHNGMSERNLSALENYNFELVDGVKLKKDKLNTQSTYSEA
# NadD block – inhibitors of S. aureus NadD, primary screen, biochemical, colorimetric, uHTS | purified NadD enzyme, colorimetric absorbance read-out | inhibition, % at 20 µM | hit rate 0.78% among 360,000 | AID 602399, 2012; in the data active = inhibition above about 26%; also: some compounds past the cut are filed as inactive
# Neddylation inh – inhibitors of cullin neddylation, primary screen, biochemical, TR-FRET, uHTS, NAE and Ubc12; calls only at 25 µM; hit rate 0.58% among 360,000; AID 651699, 2012; in the data active = inhibition above about 36%
# * = called active by the depositor; i = inactive; / = no result given; + = active, no number.
SMILES,TbMetRS inhib,LMPTP inh,Scp1 inh,DNMT1 inh,STEP block,SUMO1 PPI mod,SKN-1 block,CendR NRP1 mod,NadD block,Neddylation inh
Cc1ccc(-c2c[n+](CC(=O)Nc3ccccc3C)c3n2CCC3)cc1,2.7,-2.5,3,3,0,1,-1,7,5,i
COc1ccccc1/C=C1\N=C(C(C)(C)C)OC1=O,-0.7,-1.5,0,0,-1,-5,3,11,-1,i
Cc1ccc([N+](=O)[O-])cc1NC(=S)NC(=O)C(C)(C)C,-0.3,-0.5,-7,3,2,-12,19,13,-5,i
Cc1cc(N2CCOCC2)nc2ccc(NC(=S)N3CCN(Cc4ccccc4)CC3)cc12,-1.2,5.2,-3,0,5,3,-2,3,-3,i
O=C(NCc1ccccc1)C1c2ccccc2OCC(=O)N1CCc1ccccc1 (stereo not drawn),0.2,-1.1,/,/,/,2,0,4,-1,i
OCCNc1nc(SCc2ccccc2)nc2sc3c(c12)CCC3,-0.4,2.5,-4,-22,0,16,-1,-10,1,i
CSc1ccc(S(=O)(=O)NC2CC3CCC2C3)cc1 (stereo not drawn),-0.2,0.5,-2,-5,0,1,15,3,-3,i
CC(C)CCc1c(O)nc(SCC(C)C)[nH]c1=O,-0.4,-1.9,-6,-2,-2,3,8,-2,-9,i
COc1ccc(C(=O)N/N=C/c2ccc(OC)c(CN3CCc4cc(OC)c(OC)cc4C3C)c2)cc1 (stereo not drawn),0.0,8.2,-12,-6,-1,-9,3,-18,4,i
CC(C)(C)NC(=O)Cn1c(SCC(=O)NC2CCCCC2)nc2ccccc21,-1.0,1.1,-8,-2,-1,1,3,4,1,i

# Reprinted from the part before: 4 compounds; new compounds follow.
SMILES,TbMetRS inhib,LMPTP inh,Scp1 inh,DNMT1 inh,STEP block,SUMO1 PPI mod,SKN-1 block,CendR NRP1 mod,NadD block,Neddylation inh
CSc1ccc(S(=O)(=O)NC2CC3CCC2C3)cc1 (stereo not drawn),-0.2,0.5,-2,-5,0,1,15,3,-3,i
CC(C)CCc1c(O)nc(SCC(C)C)[nH]c1=O,-0.4,-1.9,-6,-2,-2,3,8,-2,-9,i
COc1ccc(C(=O)N/N=C/c2ccc(OC)c(CN3CCc4cc(OC)c(OC)cc4C3C)c2)cc1 (stereo not drawn),0.0,8.2,-12,-6,-1,-9,3,-18,4,i
CC(C)(C)NC(=O)Cn1c(SCC(=O)NC2CCCCC2)nc2ccccc21,-1.0,1.1,-8,-2,-1,1,3,4,1,i
CCC1=Nc2cc(C(=O)NCc3ccco3)ccc2Sc2ccc(C)cc21,-0.7,0.3,-30,-5,3,0,-3,3,5,i
CC(=O)Oc1ccc(N(C(C)=O)S(=O)(=O)c2ccc3ccccc3c2)cc1,-1.0,1.3,-4,2,0,-3,7,5,-2,i
C=CCn1c(SCC(=O)c2ccc(Cl)cc2)nnc1-c1ccc2c(c1)OCO2,-0.3,1.4,5,2,-1,2,-3,-2,7,i
COc1cc(NC(=O)C2CCN(S(=O)(=O)c3ccc(Cl)cc3)CC2)ccc1-n1cnnn1,-0.1,0.8,-15,-1,-1,1,11,-13,-1,i
CC(/C=N/Nc1nc(C)cc(=O)[nH]1)=C\c1ccccc1,-0.5,-0.5,22,2,-1,-20,3,2,5,i
CCC(=O)OCc1cc(=O)oc2ccc3ccccc3c12,0.0,-0.2,-12,6,1,-32,8,0,-7,/
Cc1ccc(C(=O)NC(c2ccccc2)C(Cl)Cl)cc1 (stereo not drawn),0.2,-1.6,-11,-2,-3,2,1,8,-3,i
O=C(CN1CCN(C(=O)CCC(=O)N2CCC(c3ccccc3)=N2)CC1)Nc1cccc(F)c1,-0.2,-2.0,/,-4,-2,-6,11,-2,-1,i
COc1ccccc1C1Nc2cccc3cccc(c23)N1,-1.0,25,21,-21,3,-3,0,-9,12,i
COC(=O)c1cc(S(=O)(=O)N2CCOCC2)ccc1Sc1ccccc1N,-0.9,1.6,6,-4,-1,1,-7,-1,2,i
CNC(=S)N(Cc1ccc(OC)cc1)Cc1cc2cccc(C)c2[nH]c1=O,-0.4,0.4,-1,-1,5,4,8,3,-2,i
CCn1c(CNc2ccccc2Cl)nnc1SCC(=O)NCc1ccccc1,0.2,-1.0,-7,3,1,0,1,-2,7,i
CC(=O)Oc1ccc(N(c2ccccc2)S(=O)(=O)c2ccc(C)cc2)cc1,0.0,2.9,-24,0,2,1,6,-11,-9,i
COC(=O)Cc1ccc(NC(=S)N2CCN(c3ccc(F)cc3)CC2)cc1,-0.4,-0.8,-9,1,-4,2,-3,8,1,i
CN(C)c1ccc(-c2csc(C(C)(O)c3ccccc3)n2)cc1 (stereo not drawn),-0.4,1.2,/,-4,2,-1,2,9,5,i
CCCN(C(=O)COC(=O)CSc1ccc(C(N)=O)cc1[N+](=O)[O-])C1CCS(=O)(=O)C1 (stereo not drawn),-0.5,-1.0,7,2,0,-38,-2,-9,-5,i
CC(C)CNC(=O)C1(C)CCCN1C(=O)c1cccnc1 (stereo not drawn),0.1,-0.2,/,3,-1,-1,14,0,-2,i
O=C(CNC(=O)C1CCCCC1)NCc1ccco1,-0.3,-0.3,11,13,-2,0,-10,3,-2,i
O=S(=O)(O)c1cc(O)c(N=Nc2ccc(O)cc2O)c2ccccc12,0.1,50,61*,55*,10,44*,88,38,10,i
OCC1(Cc2ccc(Cl)cc2)CCN(Cc2ccc3nsnc3c2)CC1,-0.3,0.5,-2,-7,1,-19,10,0,2,i
CCC(C)(C(=O)NC1CCCC1)N(C(=O)c1ccccn1)c1ccccc1 (stereo not drawn),-1.4,-0.7,-14,-1,-1,-2,-16,0,-1,i
CCCCOc1ccc(C(=O)NCC(=O)NCC(c2ccc(F)cc2)N2CCOCC2)cc1 (stereo not drawn),-0.4,-9.5,-1,3,2,-26,-5,9,1,i
COc1ccccc1C(CNC(=O)c1cccc(S(=O)(=O)N2CCCc3ccccc32)c1)N(C)C (stereo not drawn),-0.2,-1.8,-5,2,-2,-5,3,2,-7,i
COc1ccc(Cl)cc1NC(=S)NCCO,0.2,-1.6,-1,-1,-4,-2,-13,5,7,i
COc1cc(/C=N/NC(=O)c2cc(-c3ccc4c(c3)OCO4)n[nH]2)ccc1O,-0.2,1.2,-1,1,-1,6,2,5,12,i
Cc1ccc(Sc2cnn(-c3ccccc3)c(=O)c2Cl)cc1,-0.2,2.9,-11,2,1,-16,7,9,0,i
CC(=O)CCC(=O)N1CCC(n2nccc2NC(=O)c2ccccc2C)CC1,-1.1,-1.1,4,-4,-2,-3,12,-25,1,i
CCn1c(=Nc2ccc(N3CCOCC3)cc2)ccc2ccccc21,-0.8,-1.6,2,2,0,-10,-6,16,-4,i
COc1ccc(-c2cc(N3CCCC3)n3ncnc3n2)cc1,-0.2,1.4,-2,-3,6,3,-2,9,5,i
CCCCN1C(=O)C(CC(=O)NCCCN(C)C)CC(C(=O)N(CC)CC)=C1C (stereo not drawn),-1.0,6.2,/,4,6,17,-1,-6,-4,i
CS(=O)(=O)N1CCN(c2ccccc2NC(=O)c2cccs2)CC1,-0.3,1.0,-1,-1,-1,1,1,-4,1,i
Cc1cccc(OCC(=O)OC(C)C(=O)Nc2ccc(Cl)cn2)c1 (stereo not drawn),-0.2,0.2,-3,0,2,7,9,-10,-4,i
NCCCn1c(C(=O)c2cc(Cl)c(N)c(Cl)c2)c2ccccc2[n+]1[O-],-0.3,-6.4,-4,-19,0,-31,14,6,-12,i
COc1cc(-c2cc3nc(NCc4cccs4)ccn3n2)cc(OC)c1OC,0.3,2.5,/,-9,2,8,-6,2,-5,/
CCOc1ccc(NC(=O)CSc2nnc(Cc3cccn3C)n2-c2ccc(F)cc2)cc1,-0.3,1.3,7,-1,0,3,14,2,3,i
O=c1[nH]c(SCCOc2ccccc2)nc2ccccc12,0.7,1.9,-3,-3,-2,-3,-1,-2,-2,i
CC(C#CCN1CCCCC1)OCCOCc1ccccc1 (stereo not drawn),-1.1,-1.9,-10,1,-2,-1,-4,17,1,i
Cn1c(=O)c2c(nc(CN3CCOCC3)n2Cc2ccccc2)n(C)c1=O,-0.2,-1.3,-4,1,-1,0,2,-4,4,i
CC(C)c1ccc2[nH]c3nc(SCC(=O)NC4CC4)nnc3c2c1,-0.8,-2.7,-3,4,-9,-7,11,-13,2,i
S=C(NCCCc1ccccc1)Nc1ccc(Br)cc1,0.6,2.8,-8,6,1,-2,-7,0,-2,i
CCOC(=O)c1c(-c2ccccc2)oc2ccc(OCC(O)CN(C)C)cc12 (stereo not drawn),-0.2,-0.2,1,1,5,-11,14,4,-11,/
Cc1nc(N)sc1N=Nc1c(C)n(C)n(-c2ccccc2)c1=O,-1.1,0.4,-8,3,0,0,-9,1,1,i
Cc1ccccc1C(=O)N1CCN(c2ccc(N3CCOCC3)nn2)CC1,-0.3,-0.1,-2,1,1,-12,1,7,-5,+
O=C(CSC1=NCCS1)Nc1nc(-c2ccccc2)cs1,-0.7,1.9,-4,-25,-1,4,10,-6,2,i
CC(=O)Nc1ccc(C(=O)N2CCCCC2c2cc(C(=O)NCc3ccccc3)no2)cc1 (stereo not drawn),0.1,0.4,/,4,0,0,13,2,-1,i
O=C(NCc1ccccc1Cl)C(=O)NCC1OCCN1S(=O)(=O)c1ccc(F)cc1 (stereo not drawn),-0.4,0.0,-2,-2,0,0,5,-5,-5,i
CCOc1cc2[nH]c(=S)n(CC3CCCN3CC)c(=O)c2cc1OCC (stereo not drawn),-0.1,1.2,-8,-3,1,1,4,-12,-1,i
Cc1cc(N2CCCC2)ccc1/C=C1\NC(=S)N(C)C1=O,-0.1,12,-5,-10,-22,-60,43*,-42,16,i

# In a second layout: entries from further up
mol	TbMetRS inhib	LMPTP inh	Scp1 inh	DNMT1 inh	STEP block	SUMO1 PPI mod	SKN-1 block	CendR NRP1 mod	NadD block	Neddylation inh
O=C(NCc1ccccc1Cl)C(=O)NCC1OCCN1S(=O)(=O)c1ccc(F)cc1 (stereo not drawn)	-0.4	0.0	-2	-2	0	0	5	-5	-5	i
CC(=O)Nc1ccc(C(=O)N2CCCCC2c2cc(C(=O)NCc3ccccc3)no2)cc1 (stereo not drawn)	0.1	0.4	/	4	0	0	13	2	-1	i

# Source: PubChem

# No enrichment for hits. Share with any hit: about 4.6%.
